Assay outcomes deposited in PubChem by National Center for Advancing Translational Sciences (NCATS).
TSG101-PTAP inh: blocks PTAP/TSG101 interaction to inhibit HIV-1 budding; Q99816; Fluorescence polarization, FITC-PTAP peptide / Tsg101 binding; Potency, µM (titrated, usually from 115 µM), without a hit: at the top dose activity change, negative = inhibition, hits mostly inhibitors; 340,000 tested, under 10 active; active means well fitted inhibition curve with a large enough effect in the main read-out, with a control signal flat, not every such curve was filed as active; inconclusive means small, poorly fitted or top-dose-only effect, or effect the other way, or a change in a side signal; inactive means no such curve, though single readings can be large or run the other way; further: potency means the concentration at half of the fitted maximal effect; % of control where 0% means no effect
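Compounds were pin-transferred onto Tsg101 binding domain (10 uM final) in HEPES pH 7.5 buffer, then FITC-PTAP peptide was added at 50 nM final. After 20 min at RT, polarization reported peptide displacement across a qHTS concentration series.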
Tb PFK block: inhibitors of T. brucei phosphofructokinase; T. brucei PFK, ADP-Glo luminescence; Potency, µM (series often up to 57.5 µM), without a hit: top-dose activity, negative = inhibition, hits mostly inhibitors; 330,000 tested, 0.17% active; AID 485367;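 further: potency means the concentration at half of the fitted maximal effect; 0% = uninhibited 1x PFK enzyme wells and -100% = no-enzyme wells; nearly all actives have a fitted effect of over 60% in size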
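1.25 nM PFK with 0.5 mM F6P and 0.1 mM ATP in 0.1 M TEA pH 8.0, 5 mM MgCl2, incubated 45 min at room temperature; ADP measured by ADP-Glo luminescence; compounds titrated up to 57 uM.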
Mito fusion act: inhibitors of mitochondrial division or activators of mitochondrial fusion; S. cerevisiae fusion-defective mutant growth rescue, CellTiterGlo 48 h; Potency, µM (doses to about 46.1 µM), for the others: top-dose growth rescue (activation), usual class: activators; 320,000 tested, 0.23% active; AID 485298;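 further: potency means the concentration at half of the fitted maximal effect; % of control where 0% means no effect; nearly all actives have a fitted effect of over 45% in size; temperature-sensitive fusion mutants such as fzo1-1 at 37 °C on non-fermentable ethanol glycerol medium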
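Yeast fusion mutant, YPEG (non-fermentable carbon), compound, 48 h at 37C non-permissive; CellTiterGlo added, 10 min RT, luminescence read. Rescued growth = division inhibition.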
ASM inhibitor: human S-ASM enzyme inhibition. Potency, µM (doses to about 57.5 µM), inactives show at the top dose activity change, negative = inhibition, hits mostly inhibitors. placental ASM, HMU-PC fluorogenic substrate, 60 min. 340,000 tested, 0.006% active. P17405; further: potency means the concentration at half of the fitted maximal effect
Target sequence (P17405 47-631 limits assumed): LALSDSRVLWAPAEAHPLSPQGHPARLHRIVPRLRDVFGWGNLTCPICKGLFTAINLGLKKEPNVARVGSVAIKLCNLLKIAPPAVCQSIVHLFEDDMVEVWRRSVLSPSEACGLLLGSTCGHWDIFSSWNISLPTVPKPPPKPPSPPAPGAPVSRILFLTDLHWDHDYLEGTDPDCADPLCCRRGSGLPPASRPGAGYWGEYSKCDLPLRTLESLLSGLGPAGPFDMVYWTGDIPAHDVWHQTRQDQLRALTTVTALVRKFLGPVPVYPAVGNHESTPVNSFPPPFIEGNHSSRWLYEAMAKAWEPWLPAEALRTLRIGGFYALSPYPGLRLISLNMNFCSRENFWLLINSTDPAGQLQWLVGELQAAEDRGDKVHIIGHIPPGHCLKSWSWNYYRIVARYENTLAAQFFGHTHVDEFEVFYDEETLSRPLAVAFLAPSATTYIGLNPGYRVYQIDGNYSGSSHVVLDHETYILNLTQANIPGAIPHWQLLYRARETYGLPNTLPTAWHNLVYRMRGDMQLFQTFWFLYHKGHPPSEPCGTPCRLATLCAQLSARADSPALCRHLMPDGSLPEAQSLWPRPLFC
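Fluorogenic HMU-PC substrate (9 uM final) is turned over by placental ASM in 60 min at 37 C after a 10 min compound preincubation. Reaction ended by alkaline stop (pH 10), with fluorescence read at 386/447 nm.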
Integrin act MD: activators of alpha7 integrin expression for muscular dystrophy | alpha7betagal myoblasts, beta-gal FDG fluorescence, 48 h | Potency, µM (titrated, usually from 38.3 µM), for the others: at the highest dose activation, usual class: activators | 350,000 tested, 0.064% active;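 further: potency means the concentration at half of the fitted maximal effect; 100% = response of the positive control SU9516; nearly all actives have a fitted effect of over 60% in size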
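Alpha7betagal+/- myoblasts (passage 13) were plated 16-24 hr, then exposed to compounds (1:260 dilution of DMSO stock) for 48 hours at 37C. After MPER lysis, β-galactosidase reporter activity was read as FDG fluorescence (ex 480/em 540) after 30 minutes.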
Eya2 inh: inhibitors of human Eya2 phosphatase activity | O00167 | recombinant Eya2, OMFP fluorescence dephosphorylation (OMFP is methylfluorescein phosphate) | Potency, µM (titrated, usually from 76.9 µM), for inactives: at the highest dose activity, negative = inhibition, usual class: inhibitors | 330,000 tested, 0.006% active | AID 488837; further: potency means the concentration at half of the fitted maximal effect; on the % scale 0 is the no-effect control and ±100 the full control effect
Target sequence (O00167 whole entry, looked up): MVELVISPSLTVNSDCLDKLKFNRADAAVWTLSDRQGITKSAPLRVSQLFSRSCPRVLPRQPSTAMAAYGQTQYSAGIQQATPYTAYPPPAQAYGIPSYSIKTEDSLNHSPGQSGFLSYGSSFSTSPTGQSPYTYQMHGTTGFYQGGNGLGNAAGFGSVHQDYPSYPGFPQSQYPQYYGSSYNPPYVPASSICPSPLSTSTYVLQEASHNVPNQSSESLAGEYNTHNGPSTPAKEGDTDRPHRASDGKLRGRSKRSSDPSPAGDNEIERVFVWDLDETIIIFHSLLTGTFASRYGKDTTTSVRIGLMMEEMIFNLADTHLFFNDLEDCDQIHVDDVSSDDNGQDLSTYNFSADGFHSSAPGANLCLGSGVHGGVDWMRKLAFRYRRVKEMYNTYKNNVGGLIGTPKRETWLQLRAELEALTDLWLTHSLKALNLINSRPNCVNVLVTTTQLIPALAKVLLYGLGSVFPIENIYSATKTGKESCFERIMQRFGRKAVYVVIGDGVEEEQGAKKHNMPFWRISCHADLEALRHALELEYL
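Eya2 protein (added as 0.2 uM solution) was preincubated with compound for 10 min at ambient temperature in 50 mM HEPES pH 7.5, 50 mM NaCl, 5 uM MgCl2, 0.05% BSA, 1 mM DTT. OMFP (added at 50 uM) then reacted 10 min; fluorescence read at 485/525 nm.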
TCR act: activates T cell receptor signaling; Potency, µM (top dose mostly 9.22 µM), for the others: at the top dose activation of IL-2 secretion, most hits filed as activators; 330,000 tested, under 10 active; primary human leukocytes, anti-CD3, IL-2 HTRF, 48 h; further: % of control where 0% means no effect
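Primary human leukocytes were stimulated with a-CD3 beads plus compounds for 48 hr without co-stimulation; secreted IL-2 was quantified by HTRF using a-IL-2-K (europium cryptate) and a-IL-2-d2, excited at 320nm with acceptor emission read at 665nm.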
A-T KAP1 phos: candidate therapy for ataxia-telangiectasia | 320,000 tested, 0.19% active | […] A-T fibroblasts, KAP-1 phosphorylation AlphaLISA; neocarzinostatin DNA damage 30 min before lysis | Potency, µM (doses to about 57.5 µM), without a hit: at the highest dose activation, usual class: activators; further: potency means the concentration at half of the fitted maximal effect; % of control where 0% means no effect; nearly all actives have a fitted effect of over 45% in size
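hTERT-immortalized A-T patient fibroblasts ([…]), 500 cells/well in OPTI-MEM, 1% FBS, got compounds for 60 min, then NCS for 30 min at 37C. Lysates were then assayed for phospho-KAP-1 by AlphaLISA (anti-pKAP1 donor, anti-KAP1 acceptor beads), 6 hr at 25C.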
Chronic BCR inh: chronic active BCR signaling inhibition | ABC-DLBCL IkBa-CBG/CBR reporter, luminescence ratio, 4 h | 340,000 tested, 0.05% active | Potency, µM (titrated, usually from 46.1 µM), without a hit: at the highest dose ratio change, negative = lower green/red ratio, actives largely listed as inhibitors; active means well fitted inhibition curve with a large enough effect in the signal ratio, with a control signal flat, not every such curve was filed as active; inconclusive means small, poorly fitted or top-dose-only effect, or effect the other way, or a change in a side signal; the % refers to the signal ratio;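 further: potency means the concentration at half of the fitted maximal effect; plate controls were basal doxycycline-induced cells for no effect and cells given 10 µM MG132 for full effect; MG132 reads +100%, hits lower the ratio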
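Compounds up to 46 uM were incubated four hours with TMD8 cells whose green CBG68 luciferase is fused to IkappaBalpha; red CBR luminescence normalised the signal, and concentration-effect curves were fitted to fusion, red and ratio data.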
ELG1 DNA repair: inhibitors of ELG1-dependent DNA repair in HEK293T cells; HEK293T ELG1-luciferase reporter, luminescence, 16 h; DNA damage induced by 5-fluorouridine; Potency, µM (series often up to 46.1 µM), for inactives: top-dose activity change, negative = inhibition, hits mostly inhibitors; 330,000 tested, 2.3% active; further: potency means the concentration at half of the fitted maximal effect; on the % scale 0 is the no-effect control and ±100 the full control effect; nearly all actives have a fitted effect of over 55% in size
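In this reporter screen, reduction of luminescence relative to DMSO vehicle indicated activity. Compounds and 5-fluorouridine were added together to 2,000 cells per well, incubated for 16 hr at 37 °C, then developed with ONE-Glo.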
TSHR antag: antagonists of human thyroid stimulating hormone receptor. activity change, negative = inhibition, % at 11.5 µM. TSHR-expressing cells, TSH-stimulated cAMP HTRF, 2 h; active compounds read low. P16473. 330,000 tested, 0.2% active. AID 504810;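 active means activity change below a set negative limit, meaning inhibition stronger than a set level, cut at about -70% in these data; inconclusive means activity change between two set negative limits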; further: on the % scale 0 is the no-effect control and ±100 the full control effect
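TSHR-expressing cells were treated with compounds, then stimulated with TSH at EC80 (4nM final) for 2 hours at 37 deg C. Cellular cAMP was measured by HTRF competition between lysate cAMP and cAMP-d2 for a cryptate-labelled anti-cAMP antibody.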
The depositor's hits bear a star; u = inconclusive; x = not tested or not shown; [ ] = another dose, or the depositor's remark. Unless noted, the call rests on the fitted dose curve; in most records, active means well fitted curve in the direction sought with a large enough effect; inconclusive means small, poorly fitted or top-dose-only effect, or another doubt; inactive means no such curve, though single readings can be large; an effect the other way counts as inactive or inconclusive.

SMILES	TSG101-PTAP inh	Tb PFK block	Mito fusion act	ASM inhibitor	Integrin act MD	Eya2 inh	TCR act	A-T KAP1 phos	Chronic BCR inh	ELG1 DNA repair	TSHR antag
O=C(COC(=O)CSc1ccc2ccccc2c1)NC1CC1	-3%	3%	-3%	-1%	1%	-7%	-5%[46.1 µM]	-7%	19%	0%	-4
COc1ccc(C)cc1S(=O)(=O)n1c([N+](=O)[O-])cnc1C	-3%	2%	2%	-2%	-21%	10%	-10%	12%	2%	11%	-4
O=C(c1c(F)cccc1F)N1CCN(c2ncc(Br)cn2)CC1	-3%	-10%	8%	1%	2%	-30%	0%	9%	u	u	-4
CC(=O)N1CCc2cc(S(=O)(=O)Nc3ccc(C)cc3C)ccc21	-6%	2%	16%	2%	-13%	3%	3%	-4%	-1%	u	-6
Cc1cc2c(c(=O)n1C)C(Cc1ccccc1)C(C#N)=C(N)O2 (stereo not given)	-6%	-3%	-4%	107%[activator]	-9%	10%	-1%	1%	u	12%	3
Cc1nn(-c2ccc(F)cc2)c(Cl)c1C(=O)N(C)CC(=O)Nc1cccc(F)c1	0%	1%	19%	1%	-18%	-10%	-4%	3%	-15%	u	-4
COc1cc2cnc(-c3ccccc3)c(-c3cccc(C(F)(F)F)c3)c2cc1OC	-5%	4%	u	u	-14%	-15%	-5%	-9%	-2%	13µM*	-23
COc1ccc(NC(=S)N2CCC(Cc3ccccc3)CC2)cc1	-2%	-1%	-8%	0%	-11%	-10%	-5%	9%	4%	u	2
COc1ccccc1N1CCN(C(=O)c2cc(-c3ccccc3)on2)CC1	-8%	4%	17%	-9%	16%	-1%	-5%	0%	4%	-3%	14
COC(=O)CC/C(C)=N\Nc1ccc([N+](=O)[O-])cc1[N+](=O)[O-]	2%	-1%	-4%	-1%	-8%	-26%	-13%	-7%	6%	-5%	-3
CCN(CC)CCN(Cc1cc2cc(C)ccc2[nH]c1=O)C(=S)Nc1ccccc1	-6%	0%	-1%	-4%	-7%	-21%	-7%	7%	0%	u	-4
COc1ccccc1CN(C(=O)Cc1cccs1)C(C(=O)NC1CCCC1)c1ccncc1 (stereo not given)	-11%	0%	3%	-2%	u	-6%	11%	18%	u	-24%	-30
O=C(CSc1cccc(C(F)(F)F)c1)N1CCN(S(=O)(=O)c2ccccc2)CC1	-4%	-4%	10%	-2%	0%	-23%	0%	4%	-7%	u	-1
COC(=O)c1ccc(Sc2ccccc2NS(=O)(=O)c2ccc(NC(C)=O)cc2)nc1	-2%	-6%	-6%	-6%	15%	-4%	5%	-7%	u	6%	0
O=C(O)/C=C/C(=O)Nc1ccc(O)cc1	1%	-2%	-1%	1%	-5%	-29%	2%	0%	u	3%	-1
COc1ccc(CNC(=O)CC(C)S(=O)(=O)c2ccc3c(c2)NC(=O)CO3)cc1 (stereo not given)	-9%	1%	6%	4%	-13%	11%	2%	-1%	-2%	-8%	7
COc1ccc(C(=O)COC(=O)/C=C/c2ccc(S(=O)(=O)Nc3cccc(S(N)(=O)=O)c3)cc2)cc1	-4%	0%	1%	-17%	-17%	7%	4%	3%	5%	8%	-7
CCOC(=O)C1CCN(C(=O)C2CCCN(S(=O)(=O)c3ccc(OCC)c(Cl)c3)C2)CC1 (stereo not given)	2%	-3%	25%	-7%	-11%	10%	-2%	9%	2%	u	-17
CCc1ccc(NC(=O)CSc2nc3cc(C(=O)OC)ccc3c(=O)n2Cc2ccco2)cc1	-2%	0%	-1%	3%	-23%	u	-4%	2%	-12%	u	13
COc1ccc(OC(=O)c2cn(C)nc2C(F)(F)F)cc1	3%	-5%	1%	-2%	11%	11%	11%	-1%	5%	u	4
CN(c1ccccc1)c1ccc(/C=c2\s/c(=C(/C#N)C(=O)C(C)(C)C)n(Cc3ccco3)c2=O)cc1	x	-3%[0.46 µM]	-2%	x	x	18%	x	6%	13%	6%	-7
Cc1cc(C)n(-c2ccc(NC(=O)C3CCCCN3C(=O)c3cccs3)cc2)n1 (stereo not given)	-4%	-24%	-2%	0%	1%	0%	-1%	1%	-3%	2%	35
O=[N+]([O-])c1cccc(/C=N/n2c(-c3cccnc3)n[nH]c2=S)c1	-1%	-5%	-1%	x	-6%	3%	-3%[46.1 µM]	-4%	5%	23%	-2
COc1ccc(NS(=O)(=O)c2ccc(OC)c(NC(=O)CCC3CCCC3)c2)cc1	0%	-2%	4%	-6%	-6%	3%	4%[46.1 µM]	-1%	0%	8%	7
Cn1nc(C(C)(C)C)c([N+](=O)[O-])c1C(=O)NC1CCCCC1	1%	2%	-3%	-9%	18%	6%	-2%	-1%	3%	u	0
SMILES	TSG101-PTAP inh	Tb PFK block	Mito fusion act	ASM inhibitor	Integrin act MD	Eya2 inh	TCR act	A-T KAP1 phos	Chronic BCR inh	ELG1 DNA repair	TSHR antag
COc1ccc(-c2nn(-c3ccccc3)cc2C(=O)N(C)CC(=O)Nc2cccc(F)c2)cc1	-1%	-1%	u	-5%	-31%	-6%	x	6%	-11%	u	25
CCc1nc(N2CCN(CC(=O)NCC3CCCO3)CC2)c(C#N)c2c1COC(C)(C)C2 (stereo not given)	-3%	-4%	u	18%	-20%	-6%	1%	0%	3%	u	-2
CCC(C)[C@H](NC(=O)C1CC(=O)N(c2ccc(OC)cc2)C1)C(=O)N1CCCCC1 (stereo not given in full)	-1%	0%	-6%	5%	-4%	6%	-1%	6%	-8%	3%	-15
CCOC(=O)CNC(=O)C(CC(C)C)NC(=O)C1CCCCC1 (stereo not given)	-3%	0%	1%	3%	4%	0%	1%	4%	0%	13%	5
CCOC(=O)C1(C(C)(C)CC)CC(CSc2nc3ccccc3[nH]2)OC1=O (stereo not given)	-8%	-3%	12%	-4%	-20%	-1%	10%[46.1 µM]	4%	3%	u	-20
COc1cc(NS(=O)(=O)c2ccc(NC(=O)Cc3ccccc3)cc2)nc(OC)n1	-4%	-3%	8%	-4%[11.5 µM]	-7%	1%	4%	2%	1%	-4%	-5
CCOc1ccc(N2CC(C(=O)Nc3cc(S(=O)(=O)N4CCCCC4)ccc3C)CC2=O)cc1 (stereo not given)	-3%	1%	x	-8%	16%	-7%	-33%	-4%	0%	-21%	6
O=C(COc1ccccc1/C=C\c1nc(O)c([N+](=O)[O-])c(=O)[nH]1)Nc1ccccc1	0%	-2%	8%	1%	-5%	3%	-1%	-12%	0%	u	8
Cc1cccc(NC(=O)c2ccc(S(=O)(=O)N3CCOCC3)cc2)c1C	1%	-1%	1%	2%	14%	-2%	0%	5%	u	11%	-11
Cc1cccc(C)c1NC(=O)[C@@]1(CC(=O)O)CC(/C=C/c2ccccc2)=NO1	-2%	4%	-3%	3%	9%	-5%	10%	15%	3%	8%	3
CCC(=O)N1N=C(c2cccc(NS(C)(=O)=O)c2)CC1c1cccs1 (stereo not given)	-3%	1%	-8%	3%	-10%	-3%	5%[46.1 µM]	1%	u	23µM*	2
CCNc1nc(NCC)nc(SCCOC(=O)c2ccccc2)n1	-3%	-1%	15%	-2%	-31%	6%	3%[46.1 µM]	6%	-17%	-11%	-5
O=C(CCl)Nc1cn(-c2ccccc2)nc1-c1ccccc1	-1%	3%	-1%	-1%	-75%[inhibitor]	0%	0%	-3%	u	u	-13
CC(=NNC(=O)c1cccs1)c1ccc2c(c1)OCCO2	-2%	-1%	x	2%	12%	1%	-8%	-6%	u	u	-11
CCN(CC)C(=O)[C@H]1C[C@H](CC(=O)NCc2cccc(C(F)(F)F)c2)C(=O)N2CCc3c([nH]c4cc(CCC(=O)N(C)C)ccc34)[C@]12C	-1%	-6%	x	31%	-6%	-1%	-6%[46.1 µM]	2%	-6%	-10%	-8
C=CCN1CN=C(NS(=O)(=O)c2ccc(NC(C)=O)cc2)NC1	3%	1%	0%	-4%	24%	6%	-2%	-1%	1%	-4%	-3
CC(C)c1nc2cc(C(=O)NC(C)c3cnn(C)c3)ccc2o1 (stereo not given)	-7%	-3%	2%	1%	-6%	-3%	0%	6%	6%	u	10

This is a random part of the collection. About 3.2% of those tested had a hit in this group.
